proKLK7 act: proKLK7 (human) activation, primary screen; 370,000 compounds, 0.9% hits; activation, % at 7 µM; purified proKLK7, EDANS-DABCYL substrate fluorescence; 100% is mature enzyme control, 0% vehicle; P49862;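 active = activation above the mean of all tested compounds plus 3 SD, computed per campaign excluding outliers beyond control limits, cut at about 13% in these data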
PLC-beta3 inh: blocks human PLC-beta3 enzyme activity | Purified PLC-beta3, fluorogenic substrate, fluorescence | inhibition, % at 12.2 µM | 370,000 compounds, 0.18% hits | AID 720704; in the data active = inhibition above about 11%;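 note: 0% = median of compound wells on plate and 100% = full blocker control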
ARFGAP1 inh: inhibits rat ARF GTPase activating protein 1; 360,000 compounds, 0.26% hits; Q62848; Arfgap1-stimulated ARF1 GTP hydrolysis, GDP FP detection; inhibition, % at 16.5 µM;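 active = inhibition above a per-plate limit, mean inhibition of low control wells plus 3 SD, cut at about 25% in these data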;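 note: 0% = DMSO wells with enzyme and 100% = wells lacking Arfgap1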
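Material: truncated rat Arfgap1 GAP domain; Incubation: compound-enzyme preincubation 20 min, reaction 120 min, detection 60 min, 25 °C; Read-out: percent inhibition of Arfgap1-stimulated GTP hydrolysis; Technique: FP, GDP Alexa 633 tracer displaced from anti-GDP antibody, 620/688 nm; Controls: No-Arfgap1 wells (100%) versus DMSO full-reaction wells (0%); Replication: single well per compound.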
MBD2 DNA inh: MBD2-methylated oligo binding inhibition; Q9UBB5; TR-FRET, MBD2 binding to methylated oligonucleotide; inhibition, % at 4.4 µM; 370,000 compounds, 0.31% hits; AID 686964; in the data active = inhibition above about 13%
Target sequence (Q9UBB5 whole entry, looked up): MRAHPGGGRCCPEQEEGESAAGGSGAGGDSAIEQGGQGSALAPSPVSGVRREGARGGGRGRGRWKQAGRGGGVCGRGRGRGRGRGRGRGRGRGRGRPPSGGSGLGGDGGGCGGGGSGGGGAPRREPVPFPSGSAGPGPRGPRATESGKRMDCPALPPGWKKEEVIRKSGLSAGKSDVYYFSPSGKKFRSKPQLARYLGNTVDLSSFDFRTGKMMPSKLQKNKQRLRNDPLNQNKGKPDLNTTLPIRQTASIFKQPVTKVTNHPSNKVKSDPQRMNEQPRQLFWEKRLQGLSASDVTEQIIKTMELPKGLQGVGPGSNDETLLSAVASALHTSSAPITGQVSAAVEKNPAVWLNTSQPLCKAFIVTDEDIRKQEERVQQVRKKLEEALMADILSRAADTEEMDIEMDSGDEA
Tn7 DDE FP: disrupts Tn7 cyclic peptide binding to fibrin D-Dimer-E complex; P02675; 370,000 compounds, 0.13% hits; FP displacement of FITC-Tn7 peptide from fibrin DD(E); 0% = median of compound wells per plate; inhibition, % at 8.3 µM;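 active = inhibition above the mean of compounds falling within the control limits plus 3 SD of them, cut at about 14% in these data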;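 note: 0% = plate median of compound wells and 100% = 10 µM Aha-Tn7 peptide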
Target sequence (P02675 whole entry, looked up): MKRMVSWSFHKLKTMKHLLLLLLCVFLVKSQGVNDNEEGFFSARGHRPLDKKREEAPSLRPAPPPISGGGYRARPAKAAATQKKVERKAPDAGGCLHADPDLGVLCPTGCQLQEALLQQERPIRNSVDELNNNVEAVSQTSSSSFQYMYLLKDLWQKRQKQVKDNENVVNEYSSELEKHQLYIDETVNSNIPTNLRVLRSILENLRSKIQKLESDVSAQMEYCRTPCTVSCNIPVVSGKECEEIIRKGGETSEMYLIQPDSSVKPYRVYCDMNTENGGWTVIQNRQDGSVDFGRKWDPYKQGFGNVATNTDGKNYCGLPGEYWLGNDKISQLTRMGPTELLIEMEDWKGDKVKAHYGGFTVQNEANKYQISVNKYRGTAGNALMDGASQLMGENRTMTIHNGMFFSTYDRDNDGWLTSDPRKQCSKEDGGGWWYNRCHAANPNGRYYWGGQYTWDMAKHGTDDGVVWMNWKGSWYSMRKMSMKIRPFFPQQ
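Also added: labelled Tn7 tracer, 0.1 µM; Assay system: human fibrin DD(E) protein; Amount: 2 µM fibrin DD(E); Schedule: 10 min compound pre-incubation, 3 h probe incubation at room temperature; Repeats: one replicate per compound; Read-out basis: percent inhibition; Measured by: fluorescence polarization of the labelled Tn7 tracer.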
PLCg1 inh: blocks human PLC-gamma1 enzyme activity; P19174; purified PLC-gamma1, fluorogenic substrate, fluorescence; inhibition, % at 12.2 µM; 370,000 compounds, 0.84% hits; in the data active = inhibition above about 9.5%
ADAM17 inh: inhibits human ADAM17 | recombinant ADAM17, EDANS/DABCYL FRET peptide cleavage | inhibition, % at 6.95 µM | 370,000 compounds, 0.83% hits | AID 720648;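 active = inhibition above the mean of compounds lying between control limits plus 3 SD, set per campaign, cut at about 8.5% in these data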;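 note: 0% = DMSO-only wells as the low control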
Tn6 DDE FP: inhibitors of Tn6 peptide binding to human fibrin DD(E); Fibrin DD(E) TRITC-Tn6 fluorescence polarization displacement; 370,000 compounds, 0.21% hits; AID 720509; inhibition, % at 8.3 µM; P02675;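 active = inhibition above a per-campaign cutoff: mean of compounds within control limits plus 3 SD, cut at about 15% in these data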;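 note: 0% = median of all compound wells on the plate and 100% = blocking peptide control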
ASAP1 GAP inh: inhibitors of human ASAP1 ArfGAP activity; inhibition, % at 16.5 µM; 360,000 compounds, 0.19% hits; AID 624377; ASAP1-stimulated ARF1 GTP hydrolysis, GDP FP detection; Q9ULH1; in the data active = inhibition above about 25%;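 note: 0% = vehicle with enzyme and substrate and 100% = no enzyme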
UHRF1 MBD2 ctr: UHRF1 methyl-DNA binding inhibition. UHRF1 binding to methylated oligo, TR-FRET. inhibition, % at 4.4 µM. 370,000 compounds, 0.75% hits. Q96T88; in the data active = inhibition above about 21%;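 note: UHRF1 SRA domain binding a hemimethylated CpG hairpin DNA probe; 0% = median of test compound wells and 100% = reference inhibitor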
Numbers without * were called inactive; i = inactive; nt = no result given. Random draw from the library (roughly 4.1% active in at least one column).

proKLK7 act | PLC-beta3 inh | ARFGAP1 inh | MBD2 DNA inh | Tn7 DDE FP | PLCg1 inh | ADAM17 inh | Tn6 DDE FP | ASAP1 GAP inh | UHRF1 MBD2 ctr | mol
-1.3 | -39 | -3 | 10 | 3 | -23 | 0 | -12 | -7 | 2 | COc1ccc(-c2ccc3c(c2)S(=O)(=O)c2cccc(C(=O)NCc4ccccc4Cl)c2C3=O)cc1OC
0.2 | 4 | -1 | -1 | 0 | 1 | -2 | -3 | -9 | 0 | COc1ccc(CCNC(=O)C2CCCN(Cc3nc(-c4ccccc4C)oc3C)C2)cc1OC (stereo unspecified)
-0.5 | -3 | 4 | 2 | 2 | 1 | -3 | -3 | 2 | 0 | Cc1csc(NC(=O)c2c(-c3c(Cl)cccc3Cl)noc2C)n1
-0.7 | -3 | 6 | -9 | -2 | -1 | 0 | 6 | -7 | -2 | Cc1cc(C(=O)NC2CC(C)(C)Cc3c2cnn3-c2cccc(F)c2)n(C)n1 (stereo unspecified)
0.2 | -2 | 1 | 1 | -2 | 4 | -1 | 1 | 0 | -3 | CN(C(=O)c1cncc(Br)c1)c1c(N)n(Cc2ccccc2)c(=O)[nH]c1=O
0.4 | -5 | -5 | -5 | 2 | -6 | -9 | -1 | 7 | 3 | CN1c2ccccc2C(=O)/C(=C\Nc2ccc(F)cc2F)S1(=O)=O
0.6 | 0 | 10 | -3 | 6 | 2 | -2 | 5 | 2 | 2 | Cc1ccc(N2CC(C(=O)Nc3ccccn3)CC2=O)cc1 (stereo unspecified)
-0.3 | -3 | 9 | 3 | -2 | 0 | -2 | -1 | 2 | 0 | Cc1cc(C(=O)NC2CCCCC2)on1
-6.0 | i | -2 | -2 | 2 | i | -40 | 1 | -6 | -16 | Cc1cc(-c2ccco2)c(C#N)c2nc3ccccc3n12
-1.1 | 1 | -5 | -3 | 7 | -2 | -5 | 3 | 9 | 1 | CC(=O)N/C(=C/c1ccccc1)c1ccccc1
-0.7 | 6 | 7 | -1 | -3 | 4 | 0 | -4 | -1 | 2 | COC(=O)CN(C#N)c1nc(C)cc(C)n1
0.5 | -10 | 5 | 3 | 4 | -2 | -3 | 0 | 10 | 4 | O=C(c1ccccc1NS(=O)(=O)c1ccccc1[N+](=O)[O-])N1CCCC1
0.1 | -5 | -5 | 5 | 2 | -1 | -1 | 1 | -2 | -2 | O=Cc1cn(-c2ccccc2)nc1-c1ccccc1
0.5 | 1 | -1 | -5 | 5 | 3 | -1 | 0 | 3 | -2 | CCOc1ccc(/C=N/NC(=O)CN2CCSCC2)cc1
0.4 | 1 | -13 | -6 | 1 | 1 | 0 | 1 | -4 | -1 | O=C(NNC(=O)c1ccco1)c1ccco1
-0.2 | -1 | -2 | 1 | 8 | -3 | -6 | 3 | 4 | -2 | O=C(CCN1C(=O)c2ccccc2C1=O)Nc1ccc(-c2nc3ccccc3o2)cc1
-0.3 | 2 | -11 | 2 | -4 | 0 | -4 | -2 | 7 | 7 | COC(=O)c1ccccc1NC(=O)CSc1ccccn1
-0.5 | -1 | 10 | -5 | 1 | -1 | 1 | -3 | 6 | 0 | CCN(CC)C(=S)SCC(=O)c1ccccc1
0.2 | 0 | 3 | 7 | 6 | -4 | -3 | -10 | -8 | 7 | COc1ccc(C2CC(=O)N(C)c3ccccc3S2)cc1OC (stereo unspecified)
-0.2 | 3 | -15 | 2 | 1 | 2 | -6 | 8 | -12 | 7 | O=C(O)C1C2C=CC(CC2)C1C(=O)O (stereo unspecified)
0.1 | 1 | -14 | -4 | 3 | -2 | -5 | 9 | 1 | 2 | C(COC1CC2CC1C1C2CC2OC21)OC1CC2CC1C1C2CC2OC21 (stereo unspecified)
0.1 | -7 | 6 | -7 | 3 | 0 | -3 | 3 | 2 | -10 | CCC(=O)N1CCN(c2cc(N3CCCC3)c(F)cc2[N+](=O)[O-])CC1
0.8 | -6 | -5 | -7 | 2 | 5 | -5 | -3 | 13 | 2 | CCCCCSc1nnc(N)s1
-0.4 | -4 | 13 | 3 | 1 | 3 | -1 | 11 | 19 | -1 | CC(C)CCN(CC(=O)NCc1ccc(F)cc1)S(=O)(=O)c1ccccc1F
-0.5 | 0 | 11 | 1 | 4 | 0 | -1 | 0 | -9 | 3 | CC(Oc1ccc(Cl)cc1Cl)c1ccn[nH]1 (stereo unspecified)

Filtered by structure: the entries above containing a cyano group (2)
proKLK7 act | PLC-beta3 inh | ARFGAP1 inh | MBD2 DNA inh | Tn7 DDE FP | PLCg1 inh | ADAM17 inh | Tn6 DDE FP | ASAP1 GAP inh | UHRF1 MBD2 ctr | mol
-6.0 | i | -2 | -2 | 2 | i | -40 | 1 | -6 | -16 | Cc1cc(-c2ccco2)c(C#N)c2nc3ccccc3n12
-0.7 | 6 | 7 | -1 | -3 | 4 | 0 | -4 | -1 | 2 | COC(=O)CN(C#N)c1nc(C)cc(C)n1

Next compounds.
proKLK7 act | PLC-beta3 inh | ARFGAP1 inh | MBD2 DNA inh | Tn7 DDE FP | PLCg1 inh | ADAM17 inh | Tn6 DDE FP | ASAP1 GAP inh | UHRF1 MBD2 ctr | mol
-0.2 | -10 | -2 | 4 | -1 | 1 | -1 | -3 | -2 | 2 | COc1cc(C(=O)Nc2ccccc2SCc2cc(=O)n3nc(C)sc3n2)cc(OC)c1OC
-0.3 | 3 | 0 | -7 | 3 | 4 | -3 | -4 | -9 | 0 | COc1ccccc1N1CCN(C(=O)c2ccccc2NC(=O)C2CCCCC2C(=O)O)CC1 (stereo unspecified)
-1.2 | 4 | nt | -4 | -9 | 7 | 0 | 0 | nt | 1 | COC(=O)C1CN(Cc2ccccc2)CCS(=O)(=O)N1Cc1cccc(Cl)c1 (stereo unspecified)
-0.8 | -5 | -5 | -1 | -4 | -7 | -1 | 3 | 14 | -2 | Cc1cc2cc(CNC(=S)NCc3ccccc3)ccc2n1C
-0.4 | -5 | -8 | -7 | 12 | -2 | -3 | -1 | 3 | 0 | O=C1N(CN2CCOCC2)c2ccccc2C12OCC(CCl)O2 (stereo unspecified)
-0.1 | -2 | -3 | -3 | 4 | -2 | -3 | 5 | 10 | 0 | O=C(Cc1ccccc1)N/N=C/c1ccccc1Cl
0.5 | -7 | -1 | 2 | 4 | -1 | -3 | 6 | -4 | -6 | O=C(CCCCl)Nc1c2c(nn1-c1ccccc1)CSC2
-0.3 | 0 | -2 | -1 | 11 | 1 | -2 | 3 | 17 | -1 | COc1cccc(CNC(=O)c2c(C)nn(-c3ccccc3)c2C)c1
-0.7 | 5 | 7 | 2 | -4 | -1 | 0 | -3 | 2 | 0 | O=C(COC(=O)Cc1n[nH]c(=O)c2ccccc12)NNC(=O)c1ccc(Br)cc1
-0.2 | 2 | -1 | -4 | 4 | -1 | -3 | 4 | 1 | -4 | COC(=O)c1ccc(Oc2nc(N(C)C)nc(N3CCOCC3)n2)cc1
0.8 | -5 | -3 | 5 | -1 | -4 | -6 | -2 | 7 | 1 | N#Cc1ccccc1OCC(=O)OCC(=O)c1ccc2c(c1)NC(=O)CO2
0.7 | 3 | 5 | -2 | 0 | 4 | -2 | 1 | -12 | -2 | COc1ccc(N(CC(=O)NCCSc2ccccc2)S(=O)(=O)c2ccccc2)c(OC)c1
2.4 | -18 | 2 | 0 | 7 | -15 | -11 | -1 | 3 | -2 | N#Cc1c2c(c(Nc3ccc(O)cc3)n3c1nc1ccccc13)CCC2
0.1 | 2 | 2 | -6 | 7 | -1 | 1 | 6 | -5 | -2 | COCCNC(=O)c1onc(CSc2ccccn2)c1C(=O)NCCOC
0.9 | 1 | 5 | 4 | -5 | 0 | -2 | -5 | 3 | 0 | CC1(C)CC(=O)CC(C)(C)N1OC(=O)c1ccncc1
-0.1 | 12* | -9 | -2 | -8 | 8 | 7 | 10 | 8 | 4 | Nc1nc(SCC(=O)Nc2ccccc2Oc2ccccc2)n[nH]1
0.0 | 5 | -5 | 2 | -9 | -2 | 1 | -1 | -2 | 3 | Nc1nn(-c2cccc(F)n2)cc1-c1ccccc1
-0.5 | 2 | 9 | -7 | 0 | 2 | -1 | 1 | 1 | -1 | C=CC(O)Cc1c(C)n[nH]c1C (stereo unspecified)
-0.2 | -3 | -2 | -2 | -7 | 4 | 2 | -1 | 4 | 3 | Cc1ccc(NC(=O)c2cccs2)cc1[N+](=O)[O-]
-5.5 | -24 | 22 | -1 | 3 | -15 | -30 | -11 | -6 | -1 | COCCNc1nc(NCc2ccc(NC(C)=O)cc2)c2sc(-c3ccccc3)cc2n1
0.3 | 4 | 4 | -3 | -1 | 1 | -2 | 7 | 9 | -1 | Cc1ccc(S(=O)(=O)CCC(=O)Nc2cc(Cl)ccc2-n2cncn2)cc1
0.1 | -4 | -7 | -2 | 7 | 2 | 0 | -4 | -2 | -2 | CCOc1ccc(/C=C2\SC(=S)N(CCC(=O)Nc3ccc(C(=O)O)cc3)C2=O)cc1
0.1 | 3 | -6 | -6 | 9 | 2 | 0 | -2 | -4 | -2 | CSCCC(NC(=O)c1ccccc1Cl)C(=O)NCCOc1ccc(C)cc1 (stereo unspecified)

Looked up one by one from the entries so far:
proKLK7 act | PLC-beta3 inh | ARFGAP1 inh | MBD2 DNA inh | Tn7 DDE FP | PLCg1 inh | ADAM17 inh | Tn6 DDE FP | ASAP1 GAP inh | UHRF1 MBD2 ctr | mol
0.5 | -7 | -1 | 2 | 4 | -1 | -3 | 6 | -4 | -6 | O=C(CCCCl)Nc1c2c(nn1-c1ccccc1)CSC2
0.4 | -5 | -5 | -5 | 2 | -6 | -9 | -1 | 7 | 3 | CN1c2ccccc2C(=O)/C(=C\Nc2ccc(F)cc2F)S1(=O)=O
0.9 | 1 | 5 | 4 | -5 | 0 | -2 | -5 | 3 | 0 | CC1(C)CC(=O)CC(C)(C)N1OC(=O)c1ccncc1
0.3 | 4 | 4 | -3 | -1 | 1 | -2 | 7 | 9 | -1 | Cc1ccc(S(=O)(=O)CCC(=O)Nc2cc(Cl)ccc2-n2cncn2)cc1
-0.2 | -1 | -2 | 1 | 8 | -3 | -6 | 3 | 4 | -2 | O=C(CCN1C(=O)c2ccccc2C1=O)Nc1ccc(-c2nc3ccccc3o2)cc1
